From PubChem
N370S GC – N370S glucocerebrosidase modulation, Gaucher chaperone candidate; P04062; Potency, µM (highest dose often 59.4 µM), for inactives: at the highest dose activity change, negative = inhibition, hits mostly inhibitors; N370S GC spleen homogenate, 4MU-glucoside fluorescence; 330,000 compounds, 0.092% hits;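 note: 0% = full enzyme activity and -100% = no enzyme basal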
KAT2A inh – inhibitors of human GCN5L2 histone acetyltransferase; Q92830; 390,000 compounds, 0.21% hits; Potency, µM (highest dose often 58.9 µM), without a hit: at the highest dose activity change, negative = inhibition, usual class: inhibitors; GCN5L2 HAT assay, ThioGlo1 CoA-SH fluorescence
Target sequence (Q92830 whole entry, looked up): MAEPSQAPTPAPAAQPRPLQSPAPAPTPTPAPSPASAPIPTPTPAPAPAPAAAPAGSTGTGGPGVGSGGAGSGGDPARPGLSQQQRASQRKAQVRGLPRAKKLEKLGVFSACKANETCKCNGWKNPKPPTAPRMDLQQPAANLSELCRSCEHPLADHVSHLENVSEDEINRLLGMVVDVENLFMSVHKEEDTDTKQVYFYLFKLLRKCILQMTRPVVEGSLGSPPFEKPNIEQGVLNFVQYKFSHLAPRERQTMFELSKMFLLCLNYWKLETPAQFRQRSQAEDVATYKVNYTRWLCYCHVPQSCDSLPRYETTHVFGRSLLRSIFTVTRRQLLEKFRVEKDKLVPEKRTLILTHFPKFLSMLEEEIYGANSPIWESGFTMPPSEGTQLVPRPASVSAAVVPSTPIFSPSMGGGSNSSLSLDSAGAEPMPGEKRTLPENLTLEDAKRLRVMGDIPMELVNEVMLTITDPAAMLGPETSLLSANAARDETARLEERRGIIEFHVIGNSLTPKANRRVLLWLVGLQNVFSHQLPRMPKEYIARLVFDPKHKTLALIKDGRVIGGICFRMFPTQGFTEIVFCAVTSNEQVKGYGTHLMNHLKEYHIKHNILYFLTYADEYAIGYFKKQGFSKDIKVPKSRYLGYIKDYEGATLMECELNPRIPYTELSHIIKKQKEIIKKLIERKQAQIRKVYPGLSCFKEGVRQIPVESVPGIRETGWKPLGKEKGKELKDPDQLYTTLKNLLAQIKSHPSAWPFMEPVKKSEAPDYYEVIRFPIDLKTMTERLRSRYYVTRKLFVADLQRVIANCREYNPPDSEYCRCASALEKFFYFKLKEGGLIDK
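GCN5L2 (20 nM) in 50mM HEPES pH 7.5, 0.1mM EDTA, 0.01% Tween-20 preincubated 15 min with compounds at room temperature. Reaction started with H3(1-25) 75uM, acetyl-CoA 70uM, ThioGlo1 50uM; CoA-thiol fluorescence (Ex340/Em540) read at 0 and 20 min.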
FEN1 inhibitor – inhibitors of human flap endonuclease 1; P39748; Recombinant FEN1 flap cleavage, fluorescence, 15 min; 390,000 compounds, 0.35% hits; Potency, µM (highest dose often 114 µM), for the others: at the highest dose activity change, negative = inhibition, hits mostly inhibitors; note: nearly all actives have a fitted effect of over 65% in size
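Quantitative HTS format: each compound was titrated, incubated with 10 nM nuclease for 15 min at room temperature, then challenged with flap substrate at 50 nM final. Signal change over 15 min gave concentration–effect curves.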
Starred values were filed as active, the others as inactive; ? = inconclusive; · = no result given; & = joins results of further samples; [ ] = another dose, or the depositor's remark. Calls come from the whole dose curve; as a rule, active = well fitted curve in the direction sought with a large enough effect; inconclusive = small, poorly fitted or top-dose-only effect, or another doubt; inactive = no such curve, though single readings can be large; an effect the other way counts as inactive or inconclusive. Unless noted, % is set by controls: 0 for no effect and ±100 for the full control effect; potency is the fitted concentration of half-maximal effect.

The line under a structure holds: N370S GC	KAT2A inh	FEN1 inhibitor
- O=C(NCC1CCCO1)/C(=C\c1cccc([N+](=O)[O-])c1)NC(=O)c1ccccc1 (centres undefined)
→ 0%	-2%	0%
- CCOc1ccc(/C=N/O)cc1
→ 6%	-5%	-18%
- Cc1cccc(NC(=O)c2c(C)cc(C)nc2SCC(=O)c2ccccc2)c1
→ ·	-12%	-20%
- Cc1nc2ccccc2c2oc(C(=O)NCCCN3CCC(C)CC3)cc12
→ 1%	-3%	?
- CCOc1ccc(N(C)S(=O)(=O)c2ccc(C)c(C(=O)NCc3cccs3)c2)cc1
→ ·	-1%	-18%
- CC1(C)CC(N=C2C([N+](=O)[O-])=CC=C3C2=NC2(CCCCC2)N3O)CC(C)(C)N1
→ 0%	-4%	1%
- Cc1ccccc1OCC(=O)Nc1ccc2nc(SCCOc3ccccc3)sc2c1
→ ·	-11%	-5%
- CCN1CCN(c2ccc(S(=O)(=O)N3CCCCC3)cc2NC(=O)c2cccc(NC(C)=O)c2)CC1
→ -15%	0%	-11%
- COC(=O)CC1C(=O)NCCN1C(=S)NC(=O)CCc1ccccc1 (centres undefined)
→ 2%	1%	1%
- O=C1C(=O)N(CC2CCCO2)C(c2ccccc2[N+](=O)[O-])/C1=C(/O)c1ccccc1 (centres undefined)
→ 3%	-4%	?
- CCN(Cc1ccccc1)C(=O)CN1C(=O)NC2(CC(C)CC(C)(C)C2)C1=O (centres undefined)
→ -8%	-3%	0%
- CCN(CC)c1ccc(C=C(c2nnnn2-c2ccccc2)c2nnnn2-c2ccccc2)cc1
→ 6%	-4%	-6%
- CC1(C)Cc2c(sc3c2c(=O)n(-c2cccc(Cl)c2)c(=O)n3CC(N)=O)CO1
→ -4%	0%	-1%
- COc1ccc(C(=O)NNC(=O)Cc2nc3nc(C)cc(C)n3n2)cc1
→ 0%	-3%	-8%
- O=Cc1ccc(N2CCCCCC2)cc1
→ -11%	-10%	0%
- OC(c1ccc(Cl)cc1Cl)C(Cc1cccnc1)n1cncn1 (centres undefined)
→ 0%	-3%	5%
- O=C(O)C1C2CCC(C2)C1C(=O)NCCc1ccc(F)cc1 (centres undefined)
→ -17%	4%	-1%
- Cc1cccn2cc(-c3ccc(S(=O)(=O)N4CCOCC4)cc3)nc12
→ -1%	-15%	-16%
- CC1(C)CC(=NO)CC(C)(C)N1
→ -2%	-3%	0%
- COc1cccc2c3c(c(C)nc12)CCN3c1ccccc1
→ -30%	-2%	4%
- O=C(Nc1ccc(NC(=O)c2ccco2)nc1)c1cccc(F)c1
→ 9%	6%	-18%
- COC(=O)c1cc(C)nc(N)c1C#N
→ 14%	-23%	-6%
- O=C(Cn1cc(C(F)(F)F)ccc1=O)NCc1ccc(F)cc1
→ 1%	0%	3%
- CCCCOCCCN1CC(=O)N2[C@@H](Cc3c([nH]c4ccccc34)C2(C)C)C1=O
→ -19%	-13%	0%
- COC(=O)c1cc(Br)c(=O)n(-c2ccccc2OC)c1
→ -2%	-2%	1%
- CCCCOc1nnc(-c2ccc(OCC)cc2)c2ccccc12
→ ·	-6%	1%
- O=C(CNC(=O)c1ccccc1Br)N/N=C/c1ccco1
→ 7%	-23%	4%
- O=C1C2C3C=CC(C3)C2C(=O)N1/N=C/c1cn(Cc2ccc(F)cc2)c2ccccc12 (centres undefined)
→ 4%	-7%	-12%
- Cc1cc(C)cc(C(=O)NCC(=O)OCc2c(C)noc2C)c1
→ 5%	-1%	-2%
- OC(COc1ccc2cc(Br)ccc2c1)CN1CCOCC1 (centres undefined)
→ -19%	1%	-2%
- Cc1ccc2[nH]cc(C(=O)CN3CCN(C)CC3)c2c1
→ 4%	-21%	-14%
- O=C(Nc1ccccc1)NC1CCN(Cc2c(F)cccc2Cl)CC1
→ 0%	1%	-3%
- Cc1cc(-c2ccc(S(=O)(=O)Nc3ccc(C#N)cc3)s2)on1
→ -3%	-17%	-21%
- Cc1cc2ncn(CCCCOc3ccccc3)c2cc1C
→ 28%	-12%&-1%	-28%&-7%
- O=C(c1ccco1)n1nc(-c2ccccc2)nc1NCc1ccccc1Cl
→ ·	-4%	-13%
- Cc1nn(C)cc1/C=C1\CCC/C(=C\c2cn(C)nc2C)C1=O
→ -4%	?	-3%
- O=C(CCn1c(=O)oc2ccccc21)Nc1ccon1
→ -4%	-2%	-3%
- CCCCNc1c([N+](=O)[O-])cc(C)cc1[N+](=O)[O-]
→ 11%	0%	0%
- C=CCn1c(SCC(=O)NC2CC2)nc2sc(CC)cc2c1=O
→ 13%	-5%	-6%
- COc1ccc(-n2c(CNC(=O)c3ccc(S(=O)(=O)N4CCCC4)cc3)n[nH]c2=S)cc1
→ 6%	?	-4%
- COc1cc(CN2CCCC(N3CCN(c4ccccc4C)CC3)C2)cc(Cl)c1O (centres undefined)
→ -23%	-5%	-6%
- O=C1CCCN1CCC1CCCCN1Cc1nc(-c2cnccn2)no1 (centres undefined)
→ -13%	1%	5%
- O=C(COc1ccc(F)cc1)Nc1ccccc1OCc1cc(=O)n2ccccc2n1
→ ·	-7%	-3%
- O=C(CSc1nc(=O)n2cc(Cl)ccc2n1)Nc1ccc2c(c1)OCO2
→ 0%	-15%	?
- COc1ccc(O)c(-c2cn[nH]c2-c2cccs2)c1
→ -11%	0%	7%
- O=C(COc1ccc2c3c(c(=O)oc2c1)CCC3)NCc1ccncc1
→ 0%	2%	-13%
- CC(C)(C)N(Cc1ccccc1)C(=O)COC(=O)/C=C/c1ccc2c(c1)OCO2
→ ·	-2%	4%
- CC(NC(=O)Nc1ccc(O)cc1)(C(F)(F)F)C(F)(F)F
→ ?	-2%	-10%
- Cc1nn(CC(=O)Nc2ccc(Br)cc2F)c(=O)c2cccn12
→ 0%	-6%	14%
- CCOC(=O)CNC(=O)N1CCCN(S(=O)(=O)c2ccc3c(ccn3CC)c2)CC1
→ ·	-5%	3%
- CCC(Cc1ccccc1)NC(=O)CCS(=O)(=O)c1cc2c(cc1Cl)NC(=O)CO2 (centres undefined)
→ ·	0%	4%
- Cc1sc(/N=C/c2ccccc2O)c(C#N)c1C
→ 5%	-13%	·
- CCCn1c(NCc2cc(C)ccc2O)nc2ccccc21
→ ·	-8%	-19%
- CCOC(=O)c1ccc(Nc2ncnc3c2cnn3C)cc1
→ -2%	-6%	-8%
- COc1cc(NC(=O)c2nnn(CC(=O)Nc3ccccc3)c2N)cc(OC)c1
→ ·	-8%	6%
- Fc1ccc(NC(=S)Nc2cccc3ccccc23)cc1F
→ -7%	-6%	9%
- COC(=O)c1ccc(NC(=O)NC(C)c2c(-n3cccc3)sc(C)c2C)cc1 (centres undefined)
→ ·	-11%	-2%
- COC(=O)C1=C(C)NC(C)=C(C(=O)OCCCN2CCC(c3ccccc3)(c3ccccc3)CC2)C1c1cccc([N+](=O)[O-])c1 (centres undefined)
→ ?	-20%&-22%	·
- c1ccc(CCNc2nc(-c3ccccn3)nc3ccccc23)cc1
→ -10%	?	-21%
- Cc1cc(C)c(NC(=O)CNC(=O)c2ccc3ncsc3c2)c(C)c1
→ ·	-1%	2%

Entries above containing a CF3 group:
The line under a structure holds: N370S GC	KAT2A inh	FEN1 inhibitor
- O=C(Cn1cc(C(F)(F)F)ccc1=O)NCc1ccc(F)cc1
→ 1%	0%	3%
- CC(NC(=O)Nc1ccc(O)cc1)(C(F)(F)F)C(F)(F)F
→ ?	-2%	-10%

Going on with the list:
The line under a structure holds: N370S GC	KAT2A inh	FEN1 inhibitor
- Cc1ccc(NC(=O)c2ncn(CC(=O)NCc3nc4ccccc4[nH]3)n2)cc1C
→ ·	-6%	-2%
- COc1ccc(-c2csc3nc(C(C)C)oc(=O)c23)cc1OC
→ 8%	-6%	-1%
- O=C(c1ccc(Cl)cc1)n1c(NCc2ccccc2)n[nH]c1=S
→ -3%	-3%	-2%
- CCC(=O)N1CCc2cc(S(=O)(=O)N(CC)c3cccc(C)c3)ccc21
→ -14%	0%	-4%
- COc1ccc(C(=O)NCc2nnc(SCC(=O)N3CCc4ccccc43)n2C2CCCCC2)cc1
→ 5%	-4%	1%
- Cc1ccc(C(=O)CC(Nc2ccc(F)cc2)c2ccccc2)cc1 (centres undefined)
→ 13%	-28%	5%
- COc1ccc(/C=C/C(=O)c2cc(F)ccc2OC(=O)c2ccccc2C)cc1OC
→ ?	-7%	-3%
- COc1ccccc1NC(=S)N1CCC(C(=O)c2ccc(F)cc2)CC1
→ -13%	-12%	-20%
- CC(Oc1cc(F)ccc1[N+](=O)[O-])C(=O)N(C)CC(=O)Nc1ccccc1C(F)(F)F (centres undefined)
→ 7%	0%	4%
- NC(=O)CSc1ncc(-c2ccc([N+](=O)[O-])cc2)[nH]1
→ -10%	-9%	-11%
- CC1=[N+](C)N(c2ccccc2)C(=O)C1N=Cc1ccccc1Cl (centres undefined)
→ -2%	4%	-3%
- NC(=O)OC[C@H](O)COc1ccc(Cl)cc1
→ 23%[21.6 µM]	14µM*	·
- Cc1occc1-c1nnc(SCC(=O)NC(=O)NC(C)C)n1N
→ 2%	-6%	-1%
- C=CCn1c(COc2ccc(CC)cc2)nnc1SCC(=O)NC1CCS(=O)(=O)C1 (centres undefined)
→ -1%	4%	-10%
- C=C(C)CSc1nnc(-c2cc(OC)c(OC)c(OC)c2)n1N
→ -10%	-4%	4%
- CC(=O)N1c2ccccc2CCc2ccc(N)cc21
→ -4%	-3%	7%
- Cc1cc(OCc2ccc(F)cc2)nc(-c2ccccc2O)n1
→ 11%	-17%	-16%
- COc1ccc(C2(C)NC(=O)N(CC(=O)Nc3ccc4[nH]c(=O)[nH]c4c3)C2=O)cc1 (centres undefined)
→ -1%	0%	7%
- O=C(CSc1nnc(CN2CCCCCC2=O)n1-c1ccccn1)NCC(F)(F)F
→ 3%	-2%	-13%
- CC(C)CC(C)c1cc(N)nc2nc3ccccc3n12 (centres undefined)
→ -2%	-6%	0%
- c1ccc(-c2nc(NCc3ccco3)c3ccccc3n2)cc1
→ -4%	-10%	-21%
- Cn1c(SCC(=O)N2CCc3ccccc3C2)nnc1-c1cccs1
→ -8%	·	7%
- Cc1ccc2nc3c(cc(C(=O)NCC4CCCO4)c(=N)n3C(C)C)c(=O)n2c1 (centres undefined)
→ ·	-11%	-11%
- CCOc1ccccc1NC(=S)N1CCN(c2cccc(OC)c2)CC1
→ 7%	-4%	-7%
- COc1ccc(NC(=O)C(C)N2c3cccc4cccc(c34)S2(=O)=O)cc1 (centres undefined)
→ -4%[12.8 µM]	-11%	-13%
- CN1Cc2ccccc2N(CC(=O)NCc2ccccc2)C1=O
→ -5%	-12%	-11%
- Cc1c(C)c(C)c(/C=[N+](/C)[O-])c(C)c1C
→ 16%	-3%	0%
- Cc1nnc2ccc(N3CCCCC3)nn12
→ -9%	-12%	5%
- CCN(CC(=O)Nc1ccc(OC)cc1)C(=O)CSCC(=O)Nc1ccc(C)cc1
→ -7%	?	-3%
- COc1ccc(CCNC(=O)c2cc(=O)[nH]c3ccc(S(=O)(=O)N4CCCCC4C)cc23)cc1OC (centres undefined)
→ ·	-5%	8%
- CSc1ncc(C(=O)N2CCN(c3cccc(Cl)c3)CC2)c(C)n1
→ ·	-8%	4%
- CCCn1cc(S(=O)(=O)c2ccc(OC)cc2)c(=O)c2cc(F)c(N3CCCC(C)C3)cc21 (centres undefined)
→ ·	-3%	-7%
- Cc1cccc(NC(=O)c2ccc(NCCc3ccccc3)c([N+](=O)[O-])c2)c1
→ 7%	1%	5%
- O=C(COC(=O)c1cccc(O)c1)Nc1ccc(S(=O)(=O)N2CCOCC2)cc1
→ ·	-6%	-19%
- Cc1ccc(-n2c(SCC(=O)N3CCOCC3)nnc2-c2cccnc2)cc1C
→ 2%	-3%	6%
- CCOc1ccc(N2C(=O)CC(SC(=NC)Nc3cccc(OC)c3)C2=O)cc1 (centres undefined)
→ -1%	-4%	-6%
- CCOc1ccc(NC(=O)CCn2cccc2)cc1
→ 1%	-3%	-2%
- CCOC(=O)CC(NC(=O)Cc1cccs1)c1ccccc1Cl (centres undefined)
→ 2%	1%	-1%
- O=C(Nc1nnc(-c2ccccc2Cl)o1)c1ccc(S(=O)(=O)N2CCCCCC2)cc1
→ 3%	0%	11%
- COC(=O)C1CC(O)CN1S(=O)(=O)c1cccs1 (centres undefined)
→ -19%	-1%	17%
- COc1cc(CCC(=O)OCC(=O)NCc2ccccc2)cc(OC)c1OC
→ 5%	-9%	20%
- Cc1cc(C)c(NC(=O)Cn2c(=O)n(CCC(=O)N3CCc4ccccc4C3)c(=O)c3ccccc32)c(C)c1
→ ·	2%	4%

Entries of single compounds, quoted from the list. Values in the order: N370S GC | KAT2A inh | FEN1 inhibitor
Record of `Cc1cccc(NC(=O)c2ccc(NCCc3ccccc3)c([N+](=O)[O-])c2)c1` → 7% | 1% | 5%
Record of `CCCn1cc(S(=O)(=O)c2ccc(OC)cc2)c(=O)c2cc(F)c(N3CCCC(C)C3)cc21` (centres undefined) → · | -3% | -7%
Record of `CCOC(=O)CC(NC(=O)Cc1cccs1)c1ccccc1Cl` (centres undefined) → 2% | 1% | -1%
Record of `COC(=O)C1CC(O)CN1S(=O)(=O)c1cccs1` (centres undefined) → -19% | -1% | 17%
